# Bioassay records: PubChem, National Center for Advancing Translational Sciences (NCATS)
# ALOX12 inh: inhibitors of human 12S-lipoxygenase ALOX12; purified 12hLO, xylenol orange hydroperoxide absorbance; AID 1671190; Potency, µM (highest dose often 108 µM), inactives show at the highest dose activity change, negative = inhibition, usual class: inhibitors; 580,000 tested, 1.1% active; note: potency is the fitted concentration of half-maximal effect; % is set by controls: 0 for no effect and ±100 for the full control effect
# Target sequence (P18054 whole entry, looked up): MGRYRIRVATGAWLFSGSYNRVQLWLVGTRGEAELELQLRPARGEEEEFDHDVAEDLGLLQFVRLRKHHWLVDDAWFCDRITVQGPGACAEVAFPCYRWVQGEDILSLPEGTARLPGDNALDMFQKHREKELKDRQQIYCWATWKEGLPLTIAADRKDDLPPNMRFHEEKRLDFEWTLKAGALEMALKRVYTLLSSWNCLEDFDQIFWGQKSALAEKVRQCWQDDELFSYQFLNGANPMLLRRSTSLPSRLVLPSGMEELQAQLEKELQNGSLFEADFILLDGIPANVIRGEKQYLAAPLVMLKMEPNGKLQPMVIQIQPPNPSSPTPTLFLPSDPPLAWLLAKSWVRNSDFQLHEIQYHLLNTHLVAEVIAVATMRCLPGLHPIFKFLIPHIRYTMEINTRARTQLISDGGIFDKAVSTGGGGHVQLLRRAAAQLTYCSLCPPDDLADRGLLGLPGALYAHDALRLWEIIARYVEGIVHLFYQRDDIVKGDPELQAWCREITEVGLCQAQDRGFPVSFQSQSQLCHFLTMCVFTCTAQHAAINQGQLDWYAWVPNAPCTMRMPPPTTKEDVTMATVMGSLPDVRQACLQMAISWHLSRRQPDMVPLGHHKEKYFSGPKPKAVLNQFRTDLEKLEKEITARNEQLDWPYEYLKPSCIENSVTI
#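 Purified human 12hLO at 150 nM in 25 mM Hepes, 0.01% Triton X-100, pH 7.0, preincubated 15 min at room temperature with compound. Reaction started with 40 uM arachidonic acid, 30 min at room temperature. Hydroperoxide measured by Fe-xylenol orange, 573/405 nm absorbance ratio.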
# RGS4 inhibitor: inhibitors of human regulator of G protein signaling 4 | P49798 | Transcreener GDP fluorescence polarization, RGS4-accelerated GTP hydrolysis | Potency, µM (doses to about 114 µM), for inactives: at the top dose activity change, negative = inhibition, hits mostly inhibitors | 390,000 tested, 0.039% active | AID 504845; note: potency is the fitted concentration of half-maximal effect; % is set by controls: 0 for no effect and ±100 for the full control effect; nearly all actives have a fitted effect of over 75% in size; some results filed as inactive show a strong effect at the top dose
#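 MLSMR compounds (23 nl, pin-transferred) preincubated 10 min at room temperature with a 500nM (2x) first reagent, then RGS4 at 900nM (2x) plus Transcreener GDP mix added; fluorescence polarization (620/688 nm) read before and after 90 min at 30 °C.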
# D2 ag: agonists of human D2 dopamine receptor. activation, % at 2 µM. 340,000 tested, 0.53% active. HEK293 T-REx D2 cells, calcium flux agonist mode. P14416. AID 485358;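 active = activation over 3 SD above normal in the single-dose calcium agonist read, cut at about 30% in these data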; note: 0% is about no effect
# Target sequence (P14416 whole entry, looked up): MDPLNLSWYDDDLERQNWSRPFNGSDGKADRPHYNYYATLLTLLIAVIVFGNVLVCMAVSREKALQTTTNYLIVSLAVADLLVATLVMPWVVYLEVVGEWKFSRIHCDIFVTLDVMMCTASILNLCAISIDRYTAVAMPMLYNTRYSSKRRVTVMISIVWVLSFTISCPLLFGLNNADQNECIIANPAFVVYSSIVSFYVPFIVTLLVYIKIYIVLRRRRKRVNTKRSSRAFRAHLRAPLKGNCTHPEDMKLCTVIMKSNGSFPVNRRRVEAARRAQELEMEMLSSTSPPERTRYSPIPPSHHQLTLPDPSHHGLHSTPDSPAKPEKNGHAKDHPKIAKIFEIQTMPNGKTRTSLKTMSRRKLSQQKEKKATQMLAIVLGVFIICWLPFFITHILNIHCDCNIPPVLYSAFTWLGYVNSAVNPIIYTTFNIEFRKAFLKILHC
#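 Tetracycline-induced HEK293 T-REx cells with force-coupled D2 receptor, plated overnight at 30 C, loaded with no-wash calcium dye. After a 10 s baseline, compound was pin-added and calcium flux read kinetically for 180 s; calcium rises flagged agonists.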
# Vif-APOBEC3G blk: inhibitors of Vif-APOBEC3G interaction. HeLa A3G-eYFP + Vif (tagged APOBEC3G with the HIV-1 protein that degrades it), YFP fluorescence, overnight. Potency, µM (series often up to 46.1 µM), inactives show top-dose activity, negative = active, hits mostly inhibitors. 410,000 tested, 0.076% active. AID 602310;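 note: potency is the fitted concentration of half-maximal effect; % is set by controls: 0 for no effect and ±100 for the full control effect; nearly all actives have a fitted effect of over 60% in size; hits raise eYFP signal because A3G escapes Vif-driven loss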
#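 HeLa cells stably expressing Vif and C-terminally eYFP-tagged A3G, seeded overnight at 37 deg C, then exposed to compound by pintool overnight at 37 deg C. Rise in yellow fluorescence (Ex 488/Em 500-530, Acumen) marks blocked Vif-driven A3G degradation.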
# ERG Ets-DNA blk: blocks human ERG Ets domain binding to DNA. P11308. Potency, µM (titrated, usually from 76.9 µM), for the others: at the highest dose FP activity, negative = inhibition, usual class: inhibitors. 370,000 tested, 0.028% active. fluorescence polarization, His-ERG Ets domain / labelled DNA; active = well fitted inhibition curve with a large enough effect in the polarisation, with a control signal flat; inconclusive = small, poorly fitted or top-dose-only effect, or effect the other way, or a change in a side signal; inactive = no such curve, though single readings can be large or run the other way; the % refers to the polarisation;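 note: polarization taken with two DNA probes labelled with fluorescein and Texas red; potency is the fitted concentration of half-maximal effect; % of control where 0% means no effect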
#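 His-tagged ERG Ets domain (1 uM in the protein solution; 300mM KCl, 50mM Tris-HCl, 1mM EDTA, 1mM DTT, pH 7.5) received compound, then a probe mix of 5 nM fluorescein-DNA and 100nM Texas-615-DNA. Fluorescence polarization was read for both dyes.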
# D2 antagonist: antagonizes the human D2 dopamine receptor | P14416 | HEK293 TREx D2 cells, calcium flux, dopamine EC80 | inhibition, % at 10 µM | 340,000 tested, 2% active; in the data active = inhibition above about 30%; note: 0% is about no effect
#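 HEK293 T-REx D2 cells, tet-induced, calcium dye no-wash. Cpd pintool add, 180 s kinetic, then EC80 DA, 180 s kinetic. Ca flux read.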
# GRP78 ERSR act: ER stress response induction in glioma. 420,000 tested, 0.02% active. U87-MG GRP78 promoter luciferase reporter, 16 h. Potency, µM, inactives show at the top dose activation, actives largely listed as activators. AID 602332; note: potency is the fitted concentration of half-maximal effect; series mostly up to about 76 µM; % of control where 0% means no effect; nearly all actives have a fitted effect of over 35% in size
#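 Stably transfected U87-MG glioma cells carrying a GRP78-based luciferase sensor; 16 h compound incubation. Luminescence end-point read 10 min after Bright-Glo addition at room temperature.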
# LDHA block: LDHA (human) enzyme inhibition; purified LDHA, NADH/diaphorase-resazurin fluorescence; stronger effect = lower value; activity change, % (values are at about 110 or 230 µM); P00338; 480,000 tested, 0.15% active; in the data active = activity change below about -30%; inconclusive = mostly about -25% to -30%;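 note: plate controls were DMSO wells for no effect and wells without enzyme for full effect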
#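 Human LDH5 at 2 nM final in Tris HCl pH 7.4 with 0.06 mM NADH and 0.2 mM pyruvate, reacted 5 minutes at room temperature. Remaining NADH coupled via diaphorase/resazurin; resorufin fluorescence read at 0 and 20 minutes, normalized to enzyme-free and DMSO wells.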
# Vif-A3F inh: Vif-A3F binding inhibition | AID 602313 | 390,000 tested, 0.2% active | Potency, µM (highest dose often 46.1 µM), inactives show top-dose activity, negative = active | HeLa A3F-eYFP + Vif (tagged APOBEC3F with the HIV-1 protein that degrades it), YFP fluorescence increase; note: potency is the fitted concentration of half-maximal effect; % of control where 0% means no effect; nearly all actives have a fitted effect of over 65% in size
#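 HeLa cells stably expressing A3F-eYFP plus Vif, plated and incubated overnight at 37 deg C, then exposed to compounds overnight at 37 deg C. Blocked degradation read as raised yellow fluorescence (Ex 488/Em 500-530).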
# * = called active by the depositor; u = inconclusive; x = not tested or not shown; [ ] = remark or other dose. Unless noted, calls come from the whole dose curve; as a rule, active = well fitted curve in the direction sought with a large enough effect; inconclusive = small, poorly fitted or top-dose-only effect, or another doubt; inactive = no such curve, though single readings can be large; an effect the other way counts as inactive or inconclusive. This is a subset. The share of hits here may be higher or lower than overall.
Compound	ALOX12 inh	RGS4 inhibitor	D2 ag	Vif-APOBEC3G blk	ERG Ets-DNA blk	D2 antagonist	GRP78 ERSR act	LDHA block	Vif-A3F inh
Cc1ccc(C(=O)C[n+]2cc(Br)cc(Br)c2)cc1	66%	-6%	x	-2%	18%	x	0%	6	-3%
CC(C)=CC(=O)Nc1ccccc1C(N)=O	19%	26%	0.1	5%	-2%	10	-2%	-3	-9%
Nc1nc(Sc2ncccc2[N+](=O)[O-])n[nH]1	-19%	1%	0.9	3%	-12%	4	-2%	1	-2%
COc1ccc(N2C(S)=C(C#N)C(=O)NC2c2ccco2)cc1 (configuration not stated)	45µM*	-41%	50*	4%	13%	9	-1%	-4	-21%
CCOC(=O)c1ccc(NC(=O)Cn2nnc(-c3ccc(F)cc3)n2)cc1	-8%	-24%	0.2	-2%	2%	12	1%	-3	-8%
COCC(=O)Nc1cc(Cl)ccc1C	7%	6%	1.3	-2%	2%	28	-1%	-5	-12%
O=C(CN1CCN(S(=O)(=O)N2CCCCCC2)CC1)Nc1ccc(F)cc1	-9%	-7%	1.8	-4%	9%	13	-3%	-3	1%
Cn1ccc2cc(S(=O)(=O)N3CCN(C(=O)Nc4ccc(F)cc4F)CC3)ccc21	-14%	-4%	-1.0	-1%	9%	x	-3%	-8	10%
Cc1cc(C(=O)Nc2cccc(S(=O)(=O)N3CCCCC3)c2)c2ccccc2n1	-6%	6%	-0.6	-2%	-8%	-6	-6%	-7	-22%
O=C1C2CC=CCC2C(=O)N1CC(=O)N(Cc1ccccc1)C1CCS(=O)(=O)C1 (configuration not stated)	-11%	-6%	-0.6	-3%	6%	-14	-2%	-6	-7%
C[C@@H]1NC(=O)[C@@]2(C)[C@@H](c3ccccc3)[C@H]3COc4ccc(Cl)cc4[C@@H]3N2C1=O	7%	-4%	0.3	-8%	0%	0	-2%	-7	-1%
O=C1CSCN1c1ccc(Cl)c(Cl)c1	-11%	-14%	-0.9	-4%	-10%	2	1%	-10	-4%
Cc1nc2c(c(=O)c3ccccc3n2C)c(=O)n1C1CCCCCC1	-1%	7%	15	0%	3%	6	-4%	-9	0%
CCC(=O)OCC(=O)Nc1cc(C)c(C)cc1[N+](=O)[O-]	-14%	14%[11.4 µM]	-0.3	3%	0%	7	-3%	-13	2%
COc1ccc2c(c1)CCC/C2=N/OC(=O)c1ccccc1OC	0%	6%	0.7	-3%	10%	-12	2%	1	-1%
COc1ccc(/C=N/NC(=O)Nc2cccc3nsnc23)cc1OC	-16%	-7%	x	1%	7%	x	-3%	-3	u
CCOC(=O)/C(C#N)=C/c1cccn1-c1ccc(Cl)cc1	-6%	-11%	0.8	1%	-2%	-11	-3%	0	5%
COc1ccccc1C(=O)Nc1ccccc1OCc1cc(=O)n2cc(C)sc2n1	-15%	3%	0.0	6%	-2%	x	-3%	-1	9%
CN(C)S(=O)(=O)c1ccc2c(c1)N(CC(=O)N1CCN(c3ccccc3F)CC1)CCS2	-8%	2%	1.8	1%	-2%	x	-2%	-4	3%
O=C(/C=C/c1ccc(F)cc1)Nc1ccc(S(=O)(=O)Nc2ncccn2)cc1	-20%	-10%	0.1	-10%	10%	13	-4%	-7	1%
CC(=O)c1cccc(NC(=O)Cc2noc3ccccc23)c1	-19%	1%	1.1	-1%	-6%	x	-2%	-3	-2%
O=C(C1CCCN(S(=O)(=O)c2cccc3nonc23)C1)N1CCC(Cc2ccccc2)CC1 (configuration not stated)	11%	-26%	-0.4	-11%	4%	-13	-8%	-1	-13%
CCOC(=O)N/N=C/c1ccc(OCCSc2ccc(Cl)cc2)c(OCC)c1	-2%	5%	0.0	0%	-2%	2	-5%	-1	3%
CC(=O)Nc1cccc(-c2ccnc3c2CC(C(=O)Nc2ccc(Cl)cc2)O3)c1 (configuration not stated)	-15%	x	x	u	x	x	-3%	-9	x
CCCCNC(=O)CCCCn1c(=S)[nH]c2c([nH]c3ccc(OC)cc32)c1=O	-3%	-64%[56.9 µM]	x	3%	-21%	x	-1%	-2	6%
Cc1ccc(Cl)cc1N1CCN(S(=O)(=O)c2ccc(-c3ccc(=O)[nH]n3)o2)CC1	-1%	0%	-0.4	-3%	-11%	-9	-6%	-1	-14%
COc1ccc2[nH]c(=O)c(CN(CCCN3CCOCC3)C(=O)NCc3ccccc3)cc2c1	-5%	10%	0.4	0%	-3%	-7	1%	-7	-3%
COc1ccc(-c2cc(NC(C)=O)c3ncc(-c4ccc(OC)c(OC)c4)n3c2)cc1OC	u	x	x	u	x	x	16%	12	x
CN(CC(O)COc1c(F)cc(Br)cc1F)C1CCCCC1 (configuration not stated)	-13%	-13%	-0.8	0%	-2%	-15	-4%	-7	4%
O=c1ccc2nc3ccccc3sc-2c1	u	x	x	7%	x	x	-8%	20	x
CCN(CC)CCCn1c2c(c(SCC(=O)Nc3cccc(C(C)=O)c3)nc1=O)CCC2	6%	12%	0.2	2%	15%	4	-6%	-9	6%
CC(=C\c1ccccc1)/C=C1/SC(=S)N(C(C(=O)O)C(C)C)C1=O (configuration not stated)	45µM*	-3%	-0.5	-5%	10%	-4	1%	-1	0%
O=C(Nc1ccccc1[N+](=O)[O-])c1cc(S(=O)(=O)Nc2ccccn2)ccc1Cl	-25%	2%	0.1	2%	-10%	14	-1%	-2	3%
CCOc1cc(C(=O)Nc2ccc3c(c2)n(C)c(=O)c(=O)n3C)cc(OCC)c1OCC	-16%	-11%	0.2	5%	-8%	x	-2%	0	0%
Cc1ccc(F)cc1NC(=O)COC(=O)C1CCN(c2ccc(C(F)(F)F)cn2)CC1	-5%	-3%	x	2%	14%	x	-2%	-2	1%
CC1CCn2c(nc3cc(C(=O)NCc4ccccc4)ccc32)C1 (configuration not stated)	-13%	-10%	1.3	3%	-2%	x	0%	-18	-17%
CC(=O)N1CCN(C(=O)c2cc(S(=O)(=O)N(C)Cc3ccccc3)ccc2Cl)CC1	8%	-3%	1.5	-1%	-1%	30*	-4%	-2	-6%
COc1ccc(NC(=O)N(C)C[C@H]2Oc3ccc(NS(=O)(=O)c4cn(C)cn4)cc3C(=O)N([C@H](C)CO)C[C@@H]2C)cc1	u	-14%	x	3%	12%	x	-7%	-3	-1%
Cc1cc(C)c(C(=O)Nc2cccc(F)c2)c(Cl)n1	9%	-16%[56.9 µM]	0.3	1%	9%	-3	-1%	-5	-4%
CCCCn1nnnc1NCc1ccc(C)cc1	-14%	6%	-0.8	0%	3%	-5	-4%	-5	0%
COc1cc(CO)cc(Br)c1OCC(=O)N1CCCCC1	-1%	4%	0.9	-1%	5%	-18	-4%	-4	0%
COCCCNS(=O)(=O)c1ccc2[nH]c(=O)[nH]c2c1	14%	11%	0.8	4%	-3%	-9	-2%	-3	0%
CCOC(=O)c1ccc(NC(=O)CS(=O)(=O)c2cn(CC)c3ccccc23)cc1	0%	11%	0.8	1%	7%	-11	-7%	8	x
CS(=O)(=O)c1ccc(NC(=O)c2ccc3c(c2)S(=O)(=O)N=C2CCCCCN23)cc1	-9%	-12%	-1.1	1%	5%	-8	0%	-2	-7%
O=C(O)c1ccc(CSc2nnc(-c3ccco3)o2)cc1	414%[activator]	-19%	-1.8	0%	-3%	7	-1%	-8	-8%
Cc1cccc(N2CCN(C(=O)c3ccncc3)CC2)c1C	1%	8%	0.0	u	-9%	0	-4%	-5	-10%
CCc1nc2ccc(C(=O)NCCOc3ccc(OC)cc3)cn2c1N(C)Cc1nccn1C	-1%	x	x	-2%	x	x	-3%	-7	x
O=C1CC(NS(=O)(=O)c2cccs2)CN1c1cccc(F)c1 (configuration not stated)	u	12%	-0.1	2%	-2%	-7	5%	-3	5%
COc1ccc(C(C)(NC(C)=O)c2nc(-c3cncnc3)cs2)cc1 (configuration not stated)	1%	x	x	-3%	x	x	0%	-10	x
CCc1ccc(OCc2nnc(SCC(=O)NC3CCCCC3)o2)cc1	-3%	9%	-1.2	1%	-12%	0	13%	-10	-1%

# (cont.)
Compound	ALOX12 inh	RGS4 inhibitor	D2 ag	Vif-APOBEC3G blk	ERG Ets-DNA blk	D2 antagonist	GRP78 ERSR act	LDHA block	Vif-A3F inh
CSc1ccccc1C(=O)Nc1nc2ccccc2c(=O)[nH]1	u	9%	-1.1	-8%	-7%	11	6%	0	-13%
CC(C)c1ccc(CN2CCSCC2)cc1	u	2%	-1.1	-3%	4%	-6	6%	-19	-2%
O=C(NC1CCSC1=O)c1ccc(Cl)cc1 (configuration not stated)	-8%	-20%	0.0	1%	-11%	28	-3%	2	-1%
CCOc1ccc(Br)cc1S(=O)(=O)Nc1ncn[nH]1	u	5%	-2.3	1%	-5%	8	0%	-9	-1%
C=Cc1ccc2c(c1)N(C)C(=C)S2	u	u	-0.3	-1%	0%	-13	-4%	-7	8%
O=C(NC1CC(=O)N(c2ccc(Cl)cc2)C1)C1CC1 (configuration not stated)	-6%	0%	0.9	-1%	-10%	-5	-4%	-4	-19%
O=C(NC1CCCCC1)C(=S)N1CCCC1	20%	-2%	0.1	7%	-9%	3	-4%	-5	7%
O=C(c1ccc(Cl)cc1Cl)c1ncc(C(F)(F)F)cc1Cl	0%	8%	1.4	-1%	3%	7	-3%	-3	0%
Cc1ccc(-c2nnc(Nc3ccc(C(=O)N(C)C)cc3)c3ccccc23)cc1S(=O)(=O)N(C)C	-12%	-7%	-0.6	-6%	-4%	x	-1%	2	-2%
